# TTR transcr act: increases transthyretin transcription. activation, % at 16.7 µM. SH-SY5Y TTR promoter Gaussia luciferase, luminescence; 100% = recombinant luciferase protein wells. actives 1.3% (n = 92,000);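 active = activation above the mean of all tested compounds plus 3 SD, cut at about 9.5% in these data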;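 also: cells exposed to compounds for one day before reading; 0% = median of all test compound wells on the plate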
# Starred values were filed as active, the others as inactive. This is a subset; count on the stated rates, not on these rows.
canonical_smiles	TTR transcr act
O=C(NCCc1ccc(O)c(O)c1)C1COc2ccccc2O1 (stereo not drawn)	-0.2
O=C(O[C@H]1CC[C@@]23CCCN2C(=O)CCC[C@H]3C1)N1CCCC1	1.2
COC(=O)[C@H](Cc1ccccc1)NC(=O)[C@@]1(C)C[C@@H]1[C@@H](NC(=O)OCc1ccccc1)c1ccccc1	-4.4
COc1ccc(-c2noc(CCC(=O)N3CCN(c4cccc(C)c4C)CC3)n2)cc1	0.0
Cc1cc(OCC(O)CN2CCOCC2)cc(C)c1Cl (stereo not drawn)	0.3
CC(CC(=O)N1CCN(S(=O)(=O)c2ccccc2)CC1)n1cncn1 (stereo not drawn)	0.1
O=C1C2C3C=CC(C4CC34)C2C(=O)N1/N=C/c1cccs1 (stereo not drawn)	-1.5
Cn1nnnc1SC(C(=O)Nc1ccc(F)cc1)c1ccccc1 (stereo not drawn)	2.0
O=C(c1ccccc1)N1CCN(c2ccc(Cl)cc2)CC1	-1.4
CC(=O)N(C)c1ccc(NC(=O)Nc2ccc(Cl)cc2)cc1	-1.8
Cn1c(=O)c(-c2ccccc2N)nc2ccccc21	1.3
CSc1sc(C(=O)N2CCCCC2)c(-c2cccs2)c1C#N	-0.6

# 5 of the compounds above, with values ahead of the structure:
TTR transcr act | molecule
2.0 | Cn1nnnc1SC(C(=O)Nc1ccc(F)cc1)c1ccccc1 (stereo not drawn)
-1.4 | O=C(c1ccccc1)N1CCN(c2ccc(Cl)cc2)CC1
-1.8 | CC(=O)N(C)c1ccc(NC(=O)Nc2ccc(Cl)cc2)cc1
1.3 | Cn1c(=O)c(-c2ccccc2N)nc2ccccc21
-0.6 | CSc1sc(C(=O)N2CCCCC2)c(-c2cccs2)c1C#N

# (more compounds)
canonical_smiles	TTR transcr act
COc1ccc(OC)c(Nc2nc(NCc3ccco3)nc(N)c2[N+](=O)[O-])c1	2.1
Clc1cccc(Cc2c(C3CCCCC3)nc3ccc(Br)cn23)c1	-0.1
FC(F)(F)c1ccccc1Cc1c(-c2cccc(Br)c2)nc2ccc(Cl)cn12	0.1
CC(C)CCNC(=O)c1cc2c(s1)-c1ccccc1S(=O)(=O)C2	-4.0
COCCCNC(=S)NNC(=S)Nc1cccc(Cl)c1	2.2
Cc1ccc(NS(=O)(=O)c2ccc(C(=O)N3CCCN(C)CC3)cc2)cc1	3.1
Cc1ccc(OCCC(=O)OCC(=O)NC(=O)NC2CCCCC2)cc1	0.4
OCC1OCOC2C(CO)OCOC12 (stereo not drawn)	0.2
COc1ccc(NC(=O)c2cccc([N+](=O)[O-])c2)cc1	2.9
Cc1ccc2c(c1C)C(=O)C(=O)N2	1.2
CC(=O)n1cc([C@H]2C=C(C(N)=O)O[C@@H](OCc3ccc(CO)cc3)C2)c2ccccc21	-2.1
CCOc1ccccc1NC(=O)CSc1nnc2c(CC)c(C)nc(N)n12	0.5

canonical_smiles	TTR transcr act
CC(=O)c1cccc(NC(=O)Nc2nc(C)cc(C)n2)c1	0.1
COc1ccccc1NS(=O)(=O)c1ccc(C(=O)NCC(c2ccccc2OC)N(C)C)cc1 (stereo not drawn)	-1.6
COc1ccc(C(=O)COC(=O)c2cc(=O)[nH]c3ccccc23)c(OC)c1	-0.5
CC(C)NC(=O)Nc1cccc2c1O[C@H](CN(C)S(=O)(=O)c1cccs1)[C@@H](C)CN([C@H](C)CO)C2=O	2.0
COC(=O)c1cc(C)oc1C	7.2
O=C(Nc1ccc2c(c1)OCCO2)C1c2ccccc2OCC(=O)N1Cc1ccccn1 (stereo not drawn)	0.6
C=CCc1cccc2cc(C(=O)N(C)C)c(=O)oc12	-1.2
COc1ccc(CCNC(=O)c2c(C)nn(-c3ccccc3)c2Cl)cc1OC	-1.2
CCOc1cc(C(=O)O/N=C(\N)c2ccc([N+](=O)[O-])cc2)cc(OCC)c1OCC	2.8
O=C(O)c1c(-n2cccc2)sc2c1CCCC2	1.7
Cc1ccc(OCCSCc2nc3ccccc3[nH]2)cc1	-0.2
COCc1ccc(CN2CCCCC2C(=O)Nc2ccc(Oc3ccccc3)nc2)o1 (stereo not drawn)	-1.9

canonical_smiles	TTR transcr act
Cc1onc(-c2c(F)cccc2Cl)c1C(=O)NCCO	-1.1
COc1ccc(/C=C/C(=O)NC(=S)N2CCN(c3ccccn3)CC2)cc1	-0.9
CC(C)C[C@@H]1CN(CCCC[C@H]2CNC(=O)C(=O)N2CCC2CCCCC2)C(=O)C(=O)N1CCC1CCCCC1	0.4
Cc1ccc2c(c1)cc(CN(Cc1cccnc1)C(=O)c1ccccc1)c1nnnn12	0.3
COc1ccc2nc(C)cc(N3CCOCC3)c2c1	-0.8
CS(=O)(=O)Nn1cnc2ccccc2c1=O	6.4
CC(=O)C1C(c2ccc(Br)cc2)c2c(noc2C)CC1(C)O (stereo not drawn)	-4.8
COc1ccccc1Nc1nc(N)nc(CSc2nncn2C)n1	3.1
COCCN(C(=S)Nc1cccc(C)c1C)C(C)c1ccco1 (stereo not drawn)	-1.8
Cc1ccc(NC(=O)CS(=O)CC(=O)N2CCN(C3CCCC3)CC2)cc1 (stereo not drawn)	-2.0
Cc1cc(C)n2nc(-c3sccc3-n3c(C)ccc3C)cc2n1	-2.5
Cc1ccnn1CC(=O)N/N=C/c1cn[nH]c1-c1ccc(F)cc1	-0.3

# A second format for part of the listing above:
TTR transcr act	SMILES
0.1	FC(F)(F)c1ccccc1Cc1c(-c2cccc(Br)c2)nc2ccc(Cl)cn12
0.2	OCC1OCOC2C(CO)OCOC12 (stereo not drawn)
-4.8	CC(=O)C1C(c2ccc(Br)cc2)c2c(noc2C)CC1(C)O (stereo not drawn)
2.1	COc1ccc(OC)c(Nc2nc(NCc3ccco3)nc(N)c2[N+](=O)[O-])c1
-1.2	C=CCc1cccc2cc(C(=O)N(C)C)c(=O)oc12
0.3	Cc1cc(OCC(O)CN2CCOCC2)cc(C)c1Cl (stereo not drawn)

# Remaining list, next part
canonical_smiles	TTR transcr act
COC(=O)c1ccc(CNC(=O)c2cc(COc3cncc(Cl)c3)on2)cc1	-1.4
CCC(=O)Nc1cccc(C(=O)/C=C/c2ccc(F)cc2)c1	-6.3
O=C1COc2ccc(C(=O)COC(=O)C3CC(O)CN3S(=O)(=O)c3ccc(Cl)cc3)cc2N1 (stereo not drawn)	0.3
COC(=O)CC1CCc2cc(C)cc(C(=O)CC(C)C)c2O1 (stereo not drawn)	-0.5
O=C(CCl)Nc1ccc(Oc2cnc3ccccc3n2)cc1	-5.8
CC(=O)Nc1sc(C)c(C)c1C(=O)OCC(=O)Nc1cccc(C)c1	1.4
CC1(C)OC(=O)C(=NNc2ccc(C(=O)O)cc2)C(=O)O1	-0.6
Clc1ccc(-c2nnc(-c3ccc4ccccc4c3)o2)cc1	-0.2
CC1(C(=O)NS(=O)(=O)C2CC2)CCCN(C(=O)c2cc3ccccc3s2)C1 (stereo not drawn)	-1.1
COC(=O)CSc1ncnc2c1cnn2-c1ccc(C)cc1C	1.4
CC1CCCC(C)N1C(=O)COC(=O)c1cncc(Br)c1 (stereo not drawn)	1.4
COc1ccc(-c2csc(Nc3ccc(O)cc3)n2)cc1	-3.5

canonical_smiles	TTR transcr act
CC1OC1c1ccc(-c2ccc(C3OC3C)cc2)cc1 (stereo not drawn)	-0.2
CSc1nc(O)cc(=O)n1-c1ccc(F)cc1	-0.5
COC(=O)c1nn(C)c(=O)[nH]c1=O	-0.4
Cc1nnsc1Sc1ccccn1	1.5
COc1ccccc1N1CCN(Cc2cc(OC)c3c(c2)OCO3)CC1	16.9*
Nc1ccc(-c2nc3ccc(N)cc3[nH]2)cc1	-0.7
CCNc1ncnc2c1cnn2C1CCCO1 (stereo not drawn)	10.3*
CCOC(=O)c1cc2c(=O)[nH]c(C(Cl)(Cl)Cl)nc2o1	4.3
S=C(c1nc2ccccc2[nH]1)N1CCOCC1	10.0*
CC(/C=C/c1ccc2c(c1)OCO2)=N\NC(=O)C(O)c1ccccc1 (stereo not drawn)	1.9
O=C(NCc1ccc2c(c1)OCO2)c1cc(Cl)ccc1Cl	4.4
O=S1(=O)C=C(Oc2ccc(F)cc2)c2ccccc21	-1.4

canonical_smiles	TTR transcr act
CCCC(=O)OCCn1c(Br)nc2c1c(=O)[nH]c(=O)n2C	0.1
O=C(CN1CCCC1)NC(c1ccccc1)c1ccccc1	3.0
CCCCCC(=O)Nc1ccc(C(=O)COC(=O)c2ccccn2)cc1	-0.9
CCOCc1nnc(NC(=O)CSc2ccc(C)cc2)s1	-1.6
CCN(CC)c1nc(N)c2c(N)nc(OC)cc2c1C#N	-0.4
CCOCCCNC(=O)C(NC(=O)CNC(C)=O)c1ccc(Cl)cc1 (stereo not drawn)	-0.5
CCN=C1SC(CC(=O)NCCc2ccc(OC)c(OC)c2)C(=O)N1CC (stereo not drawn)	-0.5
CCOC(=O)c1cnc(-n2nc(C)cc2C)nc1NC	2.0
O=C(CN1CCN(c2ccccc2)CC1)Nc1ccccc1Cl	-0.6
COC(=O)C[C@@H]1C=C[C@@H](NC(=O)c2ccccc2F)[C@@H](CO)O1	0.2
CC1(C)C(=O)Nc2ccccc2N1C(=O)COC(=O)c1cc(S(=O)(=O)N2CCOCC2)ccc1F	0.1
O=C(Nc1ccccc1N1CCCC1)c1ccc([N+](=O)[O-])cc1Cl	1.6

canonical_smiles	TTR transcr act
CCC(C#Cc1ccccc1)NCc1ccc(OC)cc1OC (stereo not drawn)	0.9
CCOc1cc(/C=N/N=C/c2ccc(O)c(OCC)c2)ccc1O	-1.6
O=C(Cc1c[nH]c2ccccc12)NCc1cccs1	-0.4
O=[N+]([O-])c1ccc(/C=N/Nc2ncc(Br)cn2)cc1	2.4
COc1ccc(NCc2cc3cc(OC)ccc3[nH]c2=O)cc1	0.1
Cc1ccn2cc(CSc3ccccc3N)nc2c1	0.2
Cc1noc(C)c1COC(=O)c1cccc(N(C)C)c1	-1.1
CCOCCCNCc1cc(Cl)ccc1OCC	0.1
Cc1ccc(NS(=O)(=O)c2ccc(-c3coc(C)n3)cc2)c(Cl)c1	-0.9
Cn1ccc2c(-c3ccc(C(=O)O)cc3)cc3c(c21)C1CCC3O1 (stereo not drawn)	3.0
Cc1nn(Cc2cccc(C(N)=O)c2)c(C)c1Br	0.2
CCCN(CC(=O)Nc1ccccc1C)C(=O)Cc1cccs1	4.0

canonical_smiles	TTR transcr act
C(=C\c1ccccc1)/CSc1nc2ncccc2[nH]1	2.2
Nc1nnc(SC2CCCC2)s1	0.6
O=C(/C=C/c1ccc(Cl)cc1Cl)c1ccc[nH]1	-1.3
CC(C(=O)Nc1cccc([N+](=O)[O-])c1)[n+]1ccccc1 (stereo not drawn)	0.2
O=C(CNS(=O)(=O)c1cccc(C(F)(F)F)c1)NC1CCCCCC1	1.3
Cc1ccc(S(=O)(=O)Nc2ccc(C(=O)Nc3ccncc3)cc2)cc1	1.7
CCN1CCN(c2ccc(NC(=O)c3cccc(S(=O)(=O)N4CCCC4)c3)cc2)CC1	1.2
CCN(C(=O)COC(=O)c1oc2ccccc2c1C)c1c(N)n(Cc2ccccc2)c(=O)[nH]c1=O	0.1
Cc1ccc2nc(C)c(C(=O)N/N=C/c3cccs3)n2c1	-1.9
CCOC(=O)c1c(C)[nH]c(C(=O)N2CCCC(C(=O)c3cccc(OC)c3)C2)c1C (stereo not drawn)	0.3
COP(=O)(OC)C(Nc1ccc(C)cc1)c1ccc(Br)cc1 (stereo not drawn)	-1.0
O=C(COc1ccc2c(-c3ccccc3)cc(=O)oc2c1)NCCCn1ccnc1	-2.4

canonical_smiles	TTR transcr act
COc1ccc(OCCCC(=O)Nc2nccs2)cc1	-0.4
CCOc1nc(OCC)c2[nH]c(C(=O)O)c(Br)c2n1	1.8
COc1ccccc1-c1cc(C(=O)Nc2c(F)cc(F)cc2Br)no1	-2.1
Cc1ccc(C2C3=C(CC(C)(C)CC3=O)OC3=C2C(=O)CC(C)(C)C3)cc1	-1.3
CC1=C(C(=O)OCc2ccccc2)C(c2ccccc2-c2ccccc2)NC(=O)N1CCCCCC(=O)O (stereo not drawn)	-4.2
CCCc1nnc(NC(=O)CCC(=O)N2CCN(Cc3cc(Cl)ccc3OC)CC2)s1	-0.9
O=C(CSc1nnc(CNC(=O)C23CC4CC(CC(C4)C2)C3)n1-c1ccccc1)Nc1ccccc1	-0.6
COCCN(C(=O)CCc1nnc(CCc2c[nH]c3ccccc23)o1)C(C)C	6.7
Cc1cccc(Nc2nc(NCc3ccco3)nc(N)c2[N+](=O)[O-])c1	0.3
CCOc1ccc(C(=O)NCCO)cc1	-1.8
CN(C(=O)COC(=O)CSc1ccc([N+](=O)[O-])cc1)C1CCS(=O)(=O)C1 (stereo not drawn)	3.3
Nc1ccc(-c2nc3ccc(-c4nc5ccccc5o4)cc3[nH]2)cc1	4.5

canonical_smiles	TTR transcr act
Cc1cccc(Sc2ccc([N+](=O)[O-])cc2[N+](=O)[O-])n1	0.5
COc1ccc(NC(=O)N2CCC(c3nc4ccccc4[nH]3)CC2)cc1	-0.9
Cc1nc2ccc(NC(=O)CSc3nnc(C)s3)cc2[nH]1	-1.6
O=C(CSCc1nc2ccccc2[nH]1)Nc1ccc2ccccc2c1	-2.2
Cc1ccc(CNCC(=O)Nc2ccc(N3CCOCC3)cc2)cc1	0.0
O=C(/C=C/c1ccccc1Cl)c1ccc[nH]1	3.3
COc1ccc(C2C(=O)N(C3CCCCC3)CC(=O)N2C2CCCC2)cc1 (stereo not drawn)	-0.4
NS(=O)(=O)c1ccc(NC(=O)Nc2ccc(Cl)cc2)cc1	-3.0
COc1cccc(/C=C/C(=O)N2CCN(S(=O)(=O)c3ccccc3)CC2)c1	-0.2
Cc1ccc(C(=O)Nc2ccc(S(=O)(=O)N3CCc4ccccc4C3)cc2)o1	-0.6
COc1ccc(CN(C)CC2CCCN(CCc3ccc(Cl)cc3)C2)cc1OC (stereo not drawn)	0.5
O=C(NC1CC1)C1CCN(C2CCN(Cc3ccccc3C(F)(F)F)CC2)CC1	-2.8
Cc1sc2ncn3ncnc3c2c1C	-2.1
